MEX-5 binding: C. elegans MEX-5 TCR-2 RNA binding activity; 0.38% of 300,000 active; activity score (negative = inhibition of binding), % at 10 µM; AID 1832; Q9XUB2; MEX-5/FITC-TCR2 RNA binding, fluorescence polarization; hits give low values;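 active means inhibition past about -25% in most replicates, and total fluorescence under double the plate's negative control median, limit read from the data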;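 further: 0% = DMSO and -100% = 5 µM competing unlabeled TCR2 RNA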
Target sequence (Q9XUB2 whole entry, looked up): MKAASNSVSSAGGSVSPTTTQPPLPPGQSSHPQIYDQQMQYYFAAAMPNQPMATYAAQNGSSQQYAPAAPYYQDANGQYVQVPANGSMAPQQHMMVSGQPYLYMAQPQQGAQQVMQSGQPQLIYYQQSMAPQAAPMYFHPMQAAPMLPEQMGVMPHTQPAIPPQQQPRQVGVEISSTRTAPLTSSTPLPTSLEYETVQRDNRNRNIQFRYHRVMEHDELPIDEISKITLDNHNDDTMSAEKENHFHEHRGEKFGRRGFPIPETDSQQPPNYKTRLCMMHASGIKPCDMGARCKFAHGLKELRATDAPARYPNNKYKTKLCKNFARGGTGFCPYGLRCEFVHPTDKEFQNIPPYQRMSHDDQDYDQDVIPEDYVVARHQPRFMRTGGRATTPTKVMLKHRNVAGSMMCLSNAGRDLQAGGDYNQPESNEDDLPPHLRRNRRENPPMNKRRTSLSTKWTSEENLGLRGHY
Efflux pump inh: antifungal efflux pump inhibition, Nile Red retention; S. cerevisiae Candida pump triplex; inhibition, % at 10 µM; 0.44% of 330,000 active;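 active means plate passing quality check with inhibition over a set limit, or well fluorescence over plate mean plus 4 SD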;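 further: Nile Red retained in pooled yeast measured as flow cytometry median fluorescence; 0% = buffer negative control and 100% = Enniatin B positive control; higher means more Nile Red kept so more efflux inhibition; some compounds called inactive have numbers as strong as hits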
VLA-4 inh: inhibition in a human VLA-4 binding assay | 0.2% of 330,000 active | inhibition, % (about 7 µM as worked out from the volumes in the protocol) | AID 2557 | VLA-4 expressing cells, ligand binding flow cytometry; in the data active means inhibition above about 50%
GRK2 inh: inhibitors of human GRK2 displacing RNA aptamer | AID 488847 | inhibition of aptamer binding, % at 10 µM | P25098 | 0.59% of 330,000 active | bead flow cytometry, FAM-aptamer displacement from GRK2;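 active means inhibition of aptamer binding above 40%, roughly 3 SD of noise, on plates passing a quality check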;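 further: median bead fluorescence of bound FAM aptamer so fluorescent compounds give negative values; no value below 0 was filed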
Fam108B counter: counter-screen for RBBP9 inhibitors: inhibitors of mouse Fam108B | recombinant Fam108B, FP-Rh probe fluorescence polarization | inhibition, % at 9.51 µM | 0.33% of 300,000 active | AID 1947;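 active means inhibition above the screen mean inhibition plus 3 SD, computed separately per campaign, cut at about 18% in these data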;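 further: inhibitors lower polarization as less probe binds the enzyme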
GLD-1 TGE inh: GLD-1-TGE RNA interaction inhibition (C. elegans). inhibition, % at 5.96 µM. Q17339. purified GLD-1 + fluorescein TGE RNA, fluorescence polarization. 0.44% of 320,000 active;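 active means percent inhibition above a per-plate cutoff, the plate mean of test compounds plus 3 SD, cut at about 30% in these data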;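 further: 0% = DMSO wells with GLD-1 and probe and 100% = wells lacking GLD-1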
BCLXL inh: inhibitors of human Bcl-xL; GST-Bcl-xL / FITC-Bim BH3 peptide fluorescence polarization; AID 2129; inhibition, % at 10.9 µM; 0.7% of 320,000 active;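 active means inhibition above the mean of all tested compounds plus 3 SD, cutoff set per campaign, cut at about 30% in these data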;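 further: 0% = DMSO wells and 100% = unlabeled Bim-BH3 peptide competitor; inhibitors lower millipolarization by displacing the labeled peptide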
Target sequence (Q07817 whole entry, looked up): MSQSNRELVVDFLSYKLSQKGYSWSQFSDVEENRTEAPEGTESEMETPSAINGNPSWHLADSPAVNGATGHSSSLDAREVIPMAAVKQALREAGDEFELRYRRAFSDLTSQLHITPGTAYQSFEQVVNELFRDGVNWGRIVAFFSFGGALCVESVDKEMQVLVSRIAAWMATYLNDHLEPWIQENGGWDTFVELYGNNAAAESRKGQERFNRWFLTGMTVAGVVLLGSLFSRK
PME-1 inh: PME-1 (human) inhibition. Q9Y570. recombinant PME-1, FP-Rh probe fluorescence polarization. inhibition, % at 5.9 µM. 0.53% of 320,000 active;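 active means inhibition above the campaign mean of all compounds plus 3 SD, cut at about 26% in these data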;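 further: competitive labeling of PME-1 active site by serine hydrolase directed probe; 0% = PME-1 with DMSO and 100% = wells lacking PME-1 enzyme; inhibitors block probe labeling so polarization falls and inhibition rises; many of its hits are not listed in these tables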
MCL1-BIM inh: disrupts human MCL1 binding to BIM-BH3 peptide. 0.68% of 320,000 active. AID 2057. GST-MCL1 / FITC-Bim-BH3 fluorescence polarization. inhibition, % at 10.9 µM. Q07820;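 active means inhibition above the mean inhibition of all tested compounds plus 3 SD, set per campaign, cut at about 40% in these data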;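 further: 0% = DMSO wells and 100% = unlabeled Bim-BH3 peptide control; higher means more loss of mP so more displacement of Bim peptide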
Target sequence (Q07820 whole entry, looked up): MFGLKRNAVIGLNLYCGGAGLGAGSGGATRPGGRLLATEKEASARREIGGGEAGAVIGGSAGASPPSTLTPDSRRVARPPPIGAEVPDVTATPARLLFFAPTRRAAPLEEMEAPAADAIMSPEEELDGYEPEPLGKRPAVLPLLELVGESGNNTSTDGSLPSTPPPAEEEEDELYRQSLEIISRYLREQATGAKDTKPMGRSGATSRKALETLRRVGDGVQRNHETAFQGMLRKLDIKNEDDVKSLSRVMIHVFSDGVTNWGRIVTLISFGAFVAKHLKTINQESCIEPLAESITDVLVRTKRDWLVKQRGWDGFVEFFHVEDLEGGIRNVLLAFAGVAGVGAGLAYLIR
An asterisk follows results filed as active; . = not tested or not shown. These rows are one share of the data; rates above refer to the full screens.

The opening 16 compounds, ahead of the listing:
SMILES	MEX-5 binding	Efflux pump inh	VLA-4 inh	GRK2 inh	Fam108B counter	GLD-1 TGE inh	BCLXL inh	PME-1 inh	MCL1-BIM inh
Cc1ccc(S(=O)(=O)N2CCOCC2)cc1NC(=O)COC(=O)C1COc2ccccc2O1 (stereo unspecified)	-0.4	0.0	-4	3	3	2	-4	3	-10
CCN(CC)CCCn1c(=S)[nH]c2ncccc2c1=O	-2.8	0.0	-3	0	1	5	7	-5	10
CC(C)(C)CC(C)(C)NC(=S)Nc1ccc(S(=O)(=O)N2CCOCC2)cc1	-1.8	-0.7	10	0	-2	3	7	-14	8
Cc1cc(=O)[nH]c(SCCOc2cccc(C(F)(F)F)c2)n1	-3.0	-0.1	7	0	2	1	4	2	-8
CSc1ccc(Cl)c(C(=O)NCCOc2cc(C(C)C)ccc2C)c1	1.4	-0.1	-3	2	-3	5	3	0	7
COc1ccc2nc(C)cc(Nc3ccc(N4CCOCC4)cc3)c2c1	2.2	-0.1	-9	0	2	1	4	-4	4
CCS(=O)(=O)Nc1ccc(C(=O)NCCSc2ccccc2)cc1	2.6	-0.1	15	2	0	-4	0	-7	5
Cc1ccccc1OCC(O)CN1CCN(CC(O)COc2ccccc2C)C(C)C1 (stereo unspecified)	-1.5	0.1	0	0	0	-2	-2	6	3
O=C(c1ccc2c(c1)OCO2)N1CCN(c2ccc(F)cc2)CC1	1.4	-0.1	-4	0	2	-5	7	1	0
O=[N+]([O-])c1nn(-c2ccc(Cl)cc2)n(O)c1=NCc1cccnc1	-1.2	-0.4	9	0	2	7	6	7	4
Oc1ccc(Br)cc1Cn1nnc2ccccc21	0.1	0.2	9	0	-4	7	10	2	14
COc1ccc(-n2nnnc2CNC(=O)c2ccc3c(c2)OCO3)cc1	2.1	0.3	-2	0	1	2	0	-4	-5
Cc1cccc(NC(=O)Nc2cc(C)on2)c1	2.0	-0.2	-13	0	-2	0	2	-8	5
CSCCC(NS(=O)(=O)c1ccccc1F)C(=O)NCc1ccncc1 (stereo unspecified)	0.5	-0.1	-4	0	-2	-8	4	5	4
O=C1CC(/C=C/c2ccc(Cl)cc2)=Nc2ccccc2N1	-4.2	0.5	22	4	-5	2	0	3	6
CC(=O)N1c2ccc(S(=O)(=O)NCCC(=O)Nc3ccc(C)c(Cl)c3)cc2CC1C (stereo unspecified)	0.1	-0.1	1	0	0	2	3	-7	-8

The list itself (from the top)
SMILES	MEX-5 binding	Efflux pump inh	VLA-4 inh	GRK2 inh	Fam108B counter	GLD-1 TGE inh	BCLXL inh	PME-1 inh	MCL1-BIM inh
Cc1ccc(S(=O)(=O)N2CCOCC2)cc1NC(=O)COC(=O)C1COc2ccccc2O1 (stereo unspecified)	-0.4	0.0	-4	3	3	2	-4	3	-10
CCN(CC)CCCn1c(=S)[nH]c2ncccc2c1=O	-2.8	0.0	-3	0	1	5	7	-5	10
CC(C)(C)CC(C)(C)NC(=S)Nc1ccc(S(=O)(=O)N2CCOCC2)cc1	-1.8	-0.7	10	0	-2	3	7	-14	8
Cc1cc(=O)[nH]c(SCCOc2cccc(C(F)(F)F)c2)n1	-3.0	-0.1	7	0	2	1	4	2	-8
CSc1ccc(Cl)c(C(=O)NCCOc2cc(C(C)C)ccc2C)c1	1.4	-0.1	-3	2	-3	5	3	0	7
COc1ccc2nc(C)cc(Nc3ccc(N4CCOCC4)cc3)c2c1	2.2	-0.1	-9	0	2	1	4	-4	4
CCS(=O)(=O)Nc1ccc(C(=O)NCCSc2ccccc2)cc1	2.6	-0.1	15	2	0	-4	0	-7	5
Cc1ccccc1OCC(O)CN1CCN(CC(O)COc2ccccc2C)C(C)C1 (stereo unspecified)	-1.5	0.1	0	0	0	-2	-2	6	3
O=C(c1ccc2c(c1)OCO2)N1CCN(c2ccc(F)cc2)CC1	1.4	-0.1	-4	0	2	-5	7	1	0
O=[N+]([O-])c1nn(-c2ccc(Cl)cc2)n(O)c1=NCc1cccnc1	-1.2	-0.4	9	0	2	7	6	7	4
Oc1ccc(Br)cc1Cn1nnc2ccccc21	0.1	0.2	9	0	-4	7	10	2	14
COc1ccc(-n2nnnc2CNC(=O)c2ccc3c(c2)OCO3)cc1	2.1	0.3	-2	0	1	2	0	-4	-5
Cc1cccc(NC(=O)Nc2cc(C)on2)c1	2.0	-0.2	-13	0	-2	0	2	-8	5
CSCCC(NS(=O)(=O)c1ccccc1F)C(=O)NCc1ccncc1 (stereo unspecified)	0.5	-0.1	-4	0	-2	-8	4	5	4
O=C1CC(/C=C/c2ccc(Cl)cc2)=Nc2ccccc2N1	-4.2	0.5	22	4	-5	2	0	3	6
CC(=O)N1c2ccc(S(=O)(=O)NCCC(=O)Nc3ccc(C)c(Cl)c3)cc2CC1C (stereo unspecified)	0.1	-0.1	1	0	0	2	3	-7	-8
Cc1ccc(OCCN2CCN(C(=O)CCC(=O)Nc3nnc(C)s3)CC2)cc1	.	0.1	7	0	2	-2	6	0	3
CN(CC(=O)Nc1ccc(Cl)c(C(F)(F)F)c1)C(=O)CCN1C(=O)C2CCCCC2C1=O (stereo unspecified)	0.9	0.0	2	1	4	3	-3	5	1
CCCCc1nc2cc(C(=O)NCc3ccccn3)ccc2o1	1.7	0.0	12	0	1	2	-3	4	-1
Cc1ccc(NC(=O)COC(=O)C2CSC3(C)CCC(=O)N23)c(C)c1 (stereo unspecified)	.	0.1	15	1	.	-1	8	6	6
Cc1ccc(-n2nc3c(c2NC(=O)c2ccccc2Br)CS(=O)C3)cc1 (stereo unspecified)	1.5	0.2	26	2	1	7	-4	-1	-3
CC(c1nnc(SCC(=O)N2CCc3ccccc32)n1-c1ccc(Cl)cc1)N(C)C (stereo unspecified)	-1.0	0.1	4	0	2	0	2	4	0
O=C(O)C1CC(=O)N(c2ccc3c(c2)OCCO3)C1 (stereo unspecified)	0.6	0.1	-14	61*	3	-4	6	3	-2
C#Cc1ccc([C@H]2C=C(C(=O)N3CCN(Cc4ccc5c(c4)OCO5)CC3)O[C@@H](OCc3ccc(CO)cc3)C2)cc1	1.8	0.0	3	0	1	3	3	-3	9
Cc1ccc(Cl)cc1NC(=S)N(CCN(C)C)C(C)c1ccccn1 (stereo unspecified)	1.5	-0.1	5	1	0	1	-1	6	4

The listing continues.
SMILES	MEX-5 binding	Efflux pump inh	VLA-4 inh	GRK2 inh	Fam108B counter	GLD-1 TGE inh	BCLXL inh	PME-1 inh	MCL1-BIM inh
CCCNC(=O)c1nn2c(C(F)(F)F)cc(-c3ccccc3)nc2c1Cl	-1.6	0.0	-5	0	1	-1	5	0	11
CCC(c1nnnn1Cc1ccco1)N1CCN(c2cc(Cl)ccc2C)CC1 (stereo unspecified)	0.2	0.0	4	0	-1	3	3	-3	-1
COCCn1c(SCC(=O)Nc2ccc(N3CCOCC3)cc2)nc2ccccc21	1.1	0.0	9	3	-1	9	-1	3	-9
Cn1nc(C(F)(F)F)c2cc(C(=O)Nc3ccc(F)c(Cl)c3)sc21	1.7	0.0	3	0	-50	8	2	-80	9
CCOc1ccccc1CNC(=O)CCN1C(=O)COc2ccccc21	1.6	0.1	-337	6	3	11	-6	5	-4
Cc1cccc2sc(NC(=O)C3CCCO3)nc12 (stereo unspecified)	1.0	0.1	15	2	4	2	5	1	-4
COC(=O)c1ccccc1NC(=O)c1ccccc1N(C)S(C)(=O)=O	2.4	0.0	24	26	0	-5	3	1	0
O=C(OCn1cncn1)c1ccc(Cl)cc1Cl	2.0	0.0	5	0	2	2	5	5	-3
CCOC(=O)C1CCCN(CCC(=O)Nc2ccc(C)cc2)C1 (stereo unspecified)	1.4	0.0	4	2	-2	0	1	7	5
CCOc1ccc(OCC)c(N=c2oc3c(C)ncc(CO)c3cc2C(N)=O)c1	-0.4	0.7	-17	5	8	-1	7	1	4
CCC1C(=O)C(CC)C(c2ccccc2)NC1c1ccccc1 (stereo unspecified)	-0.4	-0.1	-3	1	-2	0	0	10	4
COC(=O)c1cc2nc(-c3ccccc3)cc(C(F)(F)F)n2n1	0.5	0.0	3	2	1	-5	5	-5	14
C/C(=N/NC(=O)C1CC1(c1ccccc1)c1ccccc1)c1cccs1 (stereo unspecified)	1.1	0.3	7	0	-8	6	-1	5	3
CCOC(=S)SCC(=O)N1CCc2ccccc2C1C1C(=O)CCCC1=O (stereo unspecified)	1.0	0.4	5	1	2	0	0	1	8
O=C(Cc1ccc(Cl)cc1)Nc1ccc(-c2nnc(-c3ccco3)o2)cc1	-4.0	0.0	-1	0	-12	-13	-2	-13	-30
CC(C)C[C@H](NC(=O)c1nc[nH]c1C(=O)NC1CCN(C(=O)OC(C)(C)C)CC1)C(=O)OCc1ccccc1	0.0	0.0	-20	0	-7	10	3	7	3
Cc1nn(C(C)C(=O)N2CCN(c3ccccn3)CC2)c(=O)c2cc3occc3n12 (stereo unspecified)	1.6	0.0	-4	1	-2	-1	3	-3	0
COc1ccc(CC(=O)NNS(=O)(=O)c2ccc3ccccc3c2)cc1OC	2.3	-0.1	0	2	5	-1	1	-7	0
CSc1ccc(S(=O)(=O)Nc2ccc3c(c2)OCCO3)cc1	2.1	0.0	5	2	2	11	2	-15	10
Cc1ccc(NC2=CC(=O)CC(C)(C)C2)cc1Cl	3.8	-0.1	-10	2	3	5	3	6	0
Nc1n[nH]c(N)c1N=Nc1ccc2c(c1)OCO2	-3.3	-0.1	30	0	2	-6	1	4	-3
Cc1ccc(OCc2cc(C(=O)N(C)Cc3cnc4ccccn34)no2)cc1C	-1.3	0.1	3	2	4	4	-3	-19	1
CCCCN1C(=O)N(c2ccccc2Cl)C(C)(O)CC1(C)C (stereo unspecified)	-0.2	0.2	2	2	-4	6	3	3	2
Cc1ccc(NC(=O)CC2Oc3ccccc3NC2=O)c(C)c1 (stereo unspecified)	-0.2	0.1	42	9	-4	-3	1	2	4
Cc1ccc(-c2csc(N(C)C(=O)c3c(C)nn(-c4ccccc4)c3Cl)n2)cc1	1.5	0.2	-11	4	-10	-8	-9	-7	-11

(further entries)
SMILES	MEX-5 binding	Efflux pump inh	VLA-4 inh	GRK2 inh	Fam108B counter	GLD-1 TGE inh	BCLXL inh	PME-1 inh	MCL1-BIM inh
COc1ccc(C2CC(c3ccccc3)Nc3nc(N)nn32)cc1 (stereo unspecified)	-3.1	0.4	3	2	-1	-2	10	-2	-3
COc1cc(Nc2c3c(nc4ccccc24)CCCC3)cc(OC)c1OC	1.7	-0.1	0	2	0	-2	-1	4	-8
COc1ccc(OC)c(-c2nc(C(=O)NC3CCN(Cc4ccccc4)CC3)cc3c2[nH]c2ccccc23)c1	2.7	0.8	13	0	-22	3	2	-16	1
Cc1cccc(Cn2c(C(C)(C)C)cc3cccnc32)c1	-0.2	0.1	10	0	0	-3	5	2	5
O=C(Nc1nccs1)c1cc(N2CCOCC2)nc2ccccc12	-1.5	0.2	-11	0	0	-7	2	-6	2
CCOC(=O)C1CCN(C(=O)Cc2cccs2)CC1	-0.9	0.0	18	1	3	6	7	0	3
O=C(O)Cc1ccc(S(=O)(=O)Nc2ccccc2C(=O)O)cc1	1.1	0.1	1	24	3	2	6	-3	1
COc1ccc(C(C(=O)NC2CCCCC2)N(C(=O)CCl)c2cccc(Cl)c2)cc1 (stereo unspecified)	0.5	-0.2	-7	0	-5	4	0	1	0
